IL1B NFkB pot: enhances IL-1B driven NFkB nuclear translocation | actives 0.3% (n = 94,000) | activation, % at 2 µM | HUVEC IL-1B NFkB p65 nuclear translocation imaging;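 active = activation above 40%, about the mean plus 3 SD, also judged a hit on visual image review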;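 note: percent activation is computed from the nuclear over cytoplasmic p65 intensity ratio; values of inactives mirror those of a sister screen read the other way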
MRP reversal: compounds reversing MRP-mediated drug resistance | AID 602 | H69AR cells + 2 uM doxorubicin, CellTiter-Glo, 72 h | differential viability (reversal), % at 10 µM | actives 0.04% (n = 85,000);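 active = viability drop by adding the cancer drug above about 55%, with treated viability meeting a 40% cutoff, limit read from the data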;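 note: viability without doxorubicin minus viability with 2 µM doxorubicin for each compound; larger differential means the compound sensitizes cells more to doxorubicin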
PLAP inhibitors HTS: inhibition of human placental alkaline phosphatase – biochemical, luminescence, HTS (AID 690) | purified PLAP, luminescent substrate; higher % means a stronger effect | one-dose inhibition, % at 20 µM; IC50 in µM for titrated hits | actives 0.08% (n = 96,000); in the data active = a potency from the dose series; inactive = the rest, 99 in 100 with inhibition below about 30%; note: strong numbers were not always called active
Bcl-B TR3 displacers: displacers of TR3 peptide from Bcl-B, primary screen, selectivity assay for Bfl-1 inhibitor project, biochemical, fluorescence polarization; FP displacement of FITC-TR3 peptide from Bcl-B; higher % means a stronger effect; one-dose displacement, % at 20 µM; IC50 in µM for titrated hits; actives 0.11% (n = 96,000);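 active = displacement above 50% at 20 µM plus a fluorescence interference ratio under 1.5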;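 note: plate controls were wells without compound for no effect and wells lacking Bcl-B protein for full effect; a part of the inactive calls stands beside numbers as strong as those of hits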
NFkB transloc inh: blocks IL-1B driven NFkB nuclear translocation in HUVEC cells; HUVEC IL-1B NFkB p65 nuclear translocation imaging; inhibition, % at 2 µM; actives 0.43% (n = 94,000);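 active = inhibition above about 30% together with a positive call from visual inspection of the well image, limit read from the data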;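 note: nuclear over cytoplasmic p65 intensity ratio measured by imaging; 0% = IL-1B stimulated DMSO wells and 100% = unstimulated DMSO wells; values of inactives mirror those of a sister screen read the other way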
MRP reversal cytotoxicity: recorded beside MRP reversal, whose call it bears; viability, %; H69AR cells, CellTiter-Glo, 72 h; measured here: cytotoxicity without doxorubicin
MRP reversal with doxorubicin: second read-out of MRP reversal, no call of its own (marks repeat the call); viability, %; measured here: viability with 2 uM doxorubicin; hits give low values
NFkB transloc inh cell count 2 µM: recorded beside NFkB transloc inh, whose call it bears; cell count; measured here: cells passing quality filter;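 raw number of nuclei counted in each imaged well without normalization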
IL1B NFkB pot cell count 2 µM: second read-out of IL1B NFkB pot, no call of its own (marks repeat the call); cell count; measured here: cells passing quality filter
Starred values were filed as active, the others as inactive; x = no result given. This is a subset (hit frequency here may not be typical).

SMILES	IL1B NFkB pot	IL1B NFkB pot cell count 2 µM	MRP reversal	MRP reversal cytotoxicity	MRP reversal with doxorubicin	PLAP inhibitors HTS	Bcl-B TR3 displacers	NFkB transloc inh	NFkB transloc inh cell count 2 µM
COc1ccc(NC(=O)CCN2CCN(S(=O)(=O)c3ccc(Cl)cc3)CC2)cc1	x	x	-23	64	86	-52%	2%	x	x
COc1ccc(C2=NOC(C(=O)Nc3c(C)n(C)n(-c4ccccc4)c3=O)C2)cc1 (stereo not drawn)	7	140	-1	93	94	-4%	0%	-7	140
COc1nc(-c2ccccc2)cc(-c2ccccc2)n1	12	76	x	x	x	-30%	-6%	-12	76
CCCC(=O)N=C1SC2CS(=O)(=O)CC2N1c1ccc(C(C)=O)cc1 (stereo not drawn)	8	161	-9	88	97	-7%	4%	-8	161
COc1cc2c(cc1OC)CN(CC(=O)NC(=O)NCc1ccco1)CC2	17	150	15	97	82	-38%	-3%	-18	150
CCCCOc1cccc(-c2cc(C(=O)NNC(=S)NCC)c3ccccc3n2)c1	15	155	x	x	x	-13%	25%	-15	155
CC(C)(C)n1c(=O)[nH]c2c(c1=O)CCC2	-19	101	5	103	97	1%	9%	19	101
Cc1cc(C(=O)CN2CC(C)OC(C)C2)c(C)n1-c1ccccc1 (stereo not drawn)	x	x	8	91	82	-16%	1%	x	x
Cc1cc(Cl)c(S(=O)(=O)N2CCCCCC2)cc1OCC(=O)NC1CCCCC1	-8	102	-8	82	90	-99%	-3%	8	102
c1ccc(OCc2nc(-c3ccccc3)no2)cc1	17	143	11	98	87	21%	3%	-17	143
COC(=O)[C@@H](NC(=O)Nc1ccc(C(C)=O)cc1)C(C)C	2	77	6	107	101	7%	44%	-2	77
Cc1ccccc1Cn1c(=O)n(Cc2ccco2)c(=O)c2ccccc21	-5	134	15	97	82	18%	-11%	5	134

Reprinted from the part before: seven entries, then new ones.
SMILES	IL1B NFkB pot	IL1B NFkB pot cell count 2 µM	MRP reversal	MRP reversal cytotoxicity	MRP reversal with doxorubicin	PLAP inhibitors HTS	Bcl-B TR3 displacers	NFkB transloc inh	NFkB transloc inh cell count 2 µM
CCCCOc1cccc(-c2cc(C(=O)NNC(=S)NCC)c3ccccc3n2)c1	15	155	x	x	x	-13%	25%	-15	155
CC(C)(C)n1c(=O)[nH]c2c(c1=O)CCC2	-19	101	5	103	97	1%	9%	19	101
Cc1cc(C(=O)CN2CC(C)OC(C)C2)c(C)n1-c1ccccc1 (stereo not drawn)	x	x	8	91	82	-16%	1%	x	x
Cc1cc(Cl)c(S(=O)(=O)N2CCCCCC2)cc1OCC(=O)NC1CCCCC1	-8	102	-8	82	90	-99%	-3%	8	102
c1ccc(OCc2nc(-c3ccccc3)no2)cc1	17	143	11	98	87	21%	3%	-17	143
COC(=O)[C@@H](NC(=O)Nc1ccc(C(C)=O)cc1)C(C)C	2	77	6	107	101	7%	44%	-2	77
Cc1ccccc1Cn1c(=O)n(Cc2ccco2)c(=O)c2ccccc21	-5	134	15	97	82	18%	-11%	5	134
O=P(O)(CN1CCCCCC1)CN1CCCCCC1	39	123	x	x	x	7%	-7%	-39	123
Cc1ccc(CN(c2ccc(C(=O)Nc3ccc4c(c3)OCO4)cc2)S(C)(=O)=O)cc1	19	78	-5	58	63	-39%	0%	-19	78
COc1ccc(CCNC(=O)CCC(=O)N2CCN(S(=O)(=O)c3ccc(Cl)cc3)CC2)cc1OC	-8	173	15	100	85	-68%	-2%	8	173
Cc1cc2n(n1)C(c1ccc(O)cc1)Nc1ccccc1-2 (stereo not drawn)	-4	199	19	97	78	-3%	-4%	4	199
CC/C(O)=N\S(=O)(=O)c1ccc(N=NN(C)C)cc1	3	110	-1	86	87	x	x	-3	110
COc1cc2[nH]c(=O)n(CCCCCC(=O)N3CCN(c4ccccc4)CC3)c(=O)c2cc1OC	12	129	0	65	65	-67%	11%	-12	129
COc1ccc(NC(=O)C2=C(C)C(=O)OC23CCC(C)CC3)c(OC)c1 (stereo not drawn)	x	x	-1	97	98	-25%	-1%	x	x
Cc1ccc(Nc2nc(-c3c(C)n(C)n(-c4ccccc4)c3=O)c(C)s2)cc1	2	174	x	x	x	-29%	6%	-2	174
CCOC(=O)Oc1ccc2oc(C)c(C(=O)OCCOC)c2c1	8	171	-9	90	99	-18%	-8%	-8	171
O=C(OCC#CCSc1nnc(-c2ccc([N+](=O)[O-])cc2)o1)c1cccs1	12	158	-7	37	44	22%	-16%	-12	158
COc1ccc(Cl)cc1C(=O)Nn1cnc2ccccc2c1=O	5	147	-7	101	109	5%	1%	-5	147
COCCN1Cc2cccc(C(=O)N3CCN(c4ccccc4)CC3)c2C1=O	0	34	13	102	89	-24%	-8%	0	125
CCOC(=O)CSc1nc2cc(C(=O)NCc3ccco3)ccc2c(=O)n1C1CCCCC1	13	141	5	82	77	12%	-3%	-13	141
Cc1cc(C)cc(OCC(=O)NNC(=O)c2cc(C)[nH]n2)c1	3	108	x	x	x	-169%	-3%	-3	108
Nn1c(Nc2ccccc2)nc2ccccc2c1=O	-3	116	17	100	83	7%	-3%	2	116
COCC(=O)NCc1ccc2c(c1)OCO2	4	129	1	95	93	12%	10%	-4	129
CCCCCCCCn1cc(C(C)=O)c(=O)[nH]c1=O	2	83	x	x	x	0%	-1%	-2	83
COC(=O)c1cc(OC)c(OC)cc1NC(=O)c1c(-c2ccccc2Cl)noc1C	6	167	-43	35	78	-74%	3%	-6	167
O=C(c1cc2ccccc2o1)N1CCN(c2ccccc2Cl)CC1	-18	14	6	88	82	-8%	-24%	18	14
O=C(C1=C(O)C(=O)N(c2ncccn2)C1c1ccc(Cl)cc1)c1ccco1 (stereo not drawn)	0	115	4	100	96	-4%	6%	0	115
CCOC(=O)c1c(C)[nH]c(C(=O)OCC(=O)N2CC(C)OC(C)C2)c1C (stereo not drawn)	-16	115	12	88	76	-28%	3%	16	115
Cc1ccc(-c2nc3ccccc3o2)cc1NC(=S)NC(=O)/C=C/c1ccco1	0	179	x	x	x	10%	-51%	0	179
CSc1ccc(S(=O)(=O)NCCSc2ccccn2)cc1	4	110	x	x	x	x	-35%	-4	110
Cn1c(SCc2nc3ccccc3s2)nnc1-c1ccc2c(c1)OCO2	7	155	1	91	90	16%	1%	-8	155
Cc1ccc2nc(-c3ccc(Br)o3)oc(=O)c2c1	17	119	4	85	81	31%	-9%	-17	119
CCOC(=O)Cn1c(N)c(C(=O)OC)sc1=S	-10	129	6	105	99	5%	-3%	10	129
O=C(c1ccc(F)cc1)N1CCCCC(Sc2nnnn2-c2ccccc2)C1=O (stereo not drawn)	15	186	19	100	81	-43%	-8%	-15	186
c1ccc2c(c1)sc1nnnn12	4	110	-13	82	95	1%	2%	-4	110
CC(C)CCn1c(N2CCN(Cc3ccccc3)CC2)nc2c1c(=O)[nH]c(=O)n2C	6	109	33	68	36	-26%	-4%	-6	109
CC(C(=O)Nc1cc(C(F)(F)F)ccc1N1CCOCC1)N1C(=O)C2CC=CCC2C1=O (stereo not drawn)	2	112	1	101	100	-33%	-5%	-2	112
CCOC(=O)Nc1ccc2c(c1)Sc1ccccc1N2C(=O)CCN1CCOCC1	6	201	-2	60	62	-38%	-10%	-6	201
CC(C)CN(CC(C)C)c1nnc(NC(=O)Cn2c(=O)oc3ccccc32)s1	-1	164	8	98	90	1%	3%	2	164
O=S(=O)(Cc1cc(Cl)nc(-c2ccccc2)n1)c1ccccc1	x	x	x	x	x	15%	0%	x	x
O=C(NCc1cccnc1)C1COc2ccccc2O1 (stereo not drawn)	3	172	-30	65	96	10%	2%	-3	172
Cc1cccc(-n2c(Cc3ccccc3)nnc2SCC(=O)N2CCOCC2)c1	8	112	4	91	86	-39%	14%	-8	112
Cc1nn(-c2cccc3cccnc23)c(=O)c2ccccc12	5	168	6	95	90	2%	8%	-4	168
N#C/C(=C/c1ccc(N2CCCCCC2)o1)c1ccc(F)cc1	-44	91	0	3	3	x	x	44*	91*
COc1ccc2o/c(=N\O)c(C(=O)Nc3ccccc3OC)cc2c1	-8	25	-11	52	63	23%	-8%	8	25
Cn1c(SCC(=O)C(C)(C)C)nnc1-c1ccccn1	-6	145	3	98	95	-32%	0%	6	145
COc1ccc(-n2c(Cc3cccn3C)nnc2SCC(=O)N2CCCc3ccccc32)cc1	1	70	x	x	x	-58%	-17%	-1	70
O=C(O)c1ccccc1SCC(=O)N1CCCCC1	-4	87	13	106	93	4%	0%	4	87
Cc1ccc(S(=O)(=O)NCc2ccco2)c(C)c1C	6	163	-3	88	91	14%	4%	-6	163
CCSC1=C(C#N)C2(CCCCC2)C(C#N)C(=O)N1 (stereo not drawn)	-3	218	3	102	99	1%	-4%	3	218
CC(C)NS(=O)(=O)c1ccc(OCC(=O)NCc2ccccc2)cc1	6	28	-1	86	86	-2%	10%	-4	28
CCCn1cnc2sc(C(N)=O)c(C)c2c1=O	-1	158	x	x	x	19%	-10%	1	158
CC(=O)Nc1ccc(S(=O)(=O)NCCSc2ccccn2)cc1	1	150	4	100	96	4%	0%	-1	150
COC(=O)c1ccc(/C=C/C(=O)c2ccc(OC)c(OC)c2)cc1	-3	122	x	x	x	6%	-3%	3	122
COc1ccc(CCNC(=O)c2nonc2N)cc1OC	x	x	3	102	99	8%	4%	x	x
O=C(Oc1ccc2c(c1)OCO2)c1ccc(F)cc1Cl	19	104	14	91	77	1%	4%	-19	104
CC(C)C(C)(C#N)NC(=O)CSc1nc2scc(-c3ccco3)c2c(=O)n1-c1ccccc1 (stereo not drawn)	9	215	-27	52	79	-61%	-1%	-9	215
CCCCOc1ccccc1NC(=O)c1ccco1	4	113	9	82	73	2%	-2%	-4	113
CCN(CC)C(=O)N1CCn2c(nc3ccccc32)C1	-2	105	-3	94	97	x	x	2	105
CCCNC(=O)NCCc1ccncc1	30	66	-7	98	106	25%	0%	-30	66
CCc1cccc2c(C(=O)CSc3nnc(-c4ccoc4C)n3C)c[nH]c12	-1	139	6	66	60	0%	-8%	1	139
Cc1cccc(-c2nc(=S)c3c(o2)CCCC3)c1	-4	121	5	76	71	3%	7%	4	121
NC(=O)c1ccc(NC(=O)CSC2=Nc3ccccc3C3CC=NN23)cc1 (stereo not drawn)	-7	177	x	x	x	-5%	-6%	7	177
O=C(CCS(=O)(=O)c1cccc2nsnc12)NC1CCCCCC1	2	143	5	92	87	-1%	-20%	-2	143
Cc1scc(C(=O)N/N=C/c2ccc(OC(C)C)cc2)c1C	15	198	x	x	x	23%	3%	-15	198
CCOn1c(=O)c(-c2ccc(OC)c(OC)c2)[n+]([O-])c2ccccc21	-8	202	-2	100	101	20%	3%	8	202
COc1ccc(CCNC(=O)CSc2nc(O)c(CC(C)C)c(=O)[nH]2)cc1OC	x	x	17	98	80	-59%	15%	x	x

Next section:
SMILES	IL1B NFkB pot	IL1B NFkB pot cell count 2 µM	MRP reversal	MRP reversal cytotoxicity	MRP reversal with doxorubicin	PLAP inhibitors HTS	Bcl-B TR3 displacers	NFkB transloc inh	NFkB transloc inh cell count 2 µM
Cc1cc(N2CCC(C)CC2)nc2cccc(O)c12	-11	179	-16	59	76	23%	-10%	11	179
CCn1cc2c(c1-c1cccc(C)c1)c(=O)n(C)c(=O)n2C	x	x	9	79	70	-10%	-9%	x	x
CCCCn1c(/N=C/c2cc(OC)ccc2O)nc2ccccc21	16	199	-39	48	88	15%	-7%	-16	199
CCOC(=O)c1c(CN2CCCCC2)oc2ccc(O)cc12	10	188	-4	72	76	17%	1%	-10	188
CC(=O)N(C)c1ccc(OCC(O)Cn2c3ccc(Cl)cc3c3cc(Cl)ccc32)cc1 (stereo not drawn)	17	155	x	x	x	-60%	-1%	-17	155
COc1ccc(OC)c(NC(=O)c2nnn(Cc3ccccc3C)c2N)c1	12	131	x	x	x	-17%	3%	-12	131
NC(=O)NC(Cc1ccccc1)c1ccccc1 (stereo not drawn)	x	x	-8	103	111	21%	10%	x	x
